Screening results (PubChem)
APOBEC3G inh: APOBEC3G (human) deaminase inhibition; inhibition, % at 20 µM; AID 493012; recombinant A3G, ssDNA deamination FAM/TAMRA fluorescence; Q9HC16; 330,000 compounds, 0.28% hits;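 active = inhibition of at least 40% at 20 µM, with no more than 30% in the related APOBEC3A deaminase screen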;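 also: plate controls were DMSO wells with A3G for no effect and wells lacking A3G enzyme for full effect; some compounds called inactive have numbers as strong as hits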
EBI2 antag: antagonists of human EBI2 receptor; P32249; EBI2 beta-arrestin recruitment, luminescence, 7a,25-OHC stimulated; inhibition, % at 5 µM; 360,000 compounds, 0.81% hits; AID 651636; in the data active = inhibition above about 38%;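 also: enzyme fragment complementation signal reports receptor beta-arrestin coupling in cells; 0% = agonist plus DMSO wells and 100% = wells without agonist; some results beyond the cut were filed as inactive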
Target sequence (P32249 whole entry, looked up, the tested form may be a part): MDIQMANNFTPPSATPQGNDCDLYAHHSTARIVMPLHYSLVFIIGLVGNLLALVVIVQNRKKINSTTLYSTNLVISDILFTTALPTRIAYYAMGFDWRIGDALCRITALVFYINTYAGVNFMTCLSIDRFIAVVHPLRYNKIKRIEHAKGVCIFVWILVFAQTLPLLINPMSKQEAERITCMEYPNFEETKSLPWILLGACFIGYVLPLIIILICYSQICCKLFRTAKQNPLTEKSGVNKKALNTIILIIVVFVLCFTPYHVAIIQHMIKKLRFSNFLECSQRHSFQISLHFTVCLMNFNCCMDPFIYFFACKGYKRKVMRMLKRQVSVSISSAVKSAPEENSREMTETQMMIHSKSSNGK
CXCR6 inh: inhibitors of human CXCR6 receptor. O00574. CHO-K1 PathHunter CXCR6 beta-arrestin, luminescence. inhibition, % at 20 µM. 360,000 compounds, 0.36% hits; in the data active = inhibition above about 34%, passing the limit was not always enough;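 also: antagonist mode with CXCL16 agonist at 10 nM final; 0% = 10 nM CXCL16 with DMSO and 100% = unstimulated wells without agonist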
GRIN3A LBD mod: NR3A (human) ligand-binding domain modulation. Tm shift relative to glycine control, % at 25 µM. NR3A LBD differential scanning fluorimetry, Tm shift; 0% = protein alone, 100% = glycine-bound protein. 340,000 compounds, 2.5% hits;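 active = melting temperature shift of at least 10% of the positive control shift, at one fixed dose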
MPTP inh: blocks calcium-induced mitochondrial swelling; isolated mouse mitochondria, Ca2+ swelling absorbance, 30 min; inhibition, % at 10 µM; 360,000 compounds, 1.4% hits;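 active = inhibition of 50% or more, scaled per plate between neutral and stimulator controls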;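 also: 0% = DMSO wells given calcium and 100% = 1 mM EGTA wells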
A3A deaminase: blocks human APOBEC3A ssDNA deamination. AID 493011. recombinant A3A, FAM/TAMRA ssDNA deamination fluorescence. inhibition, % at 20 µM. 330,000 compounds, 0.41% hits;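 active = at least 40% inhibition at 20 µM here, with at most 30% in a related deaminase screen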;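 also: plate controls were A3A with DMSO for no effect and wells lacking A3A enzyme for full effect; some results filed as inactive read as strong as hits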
Target sequence (P31941 whole entry, looked up): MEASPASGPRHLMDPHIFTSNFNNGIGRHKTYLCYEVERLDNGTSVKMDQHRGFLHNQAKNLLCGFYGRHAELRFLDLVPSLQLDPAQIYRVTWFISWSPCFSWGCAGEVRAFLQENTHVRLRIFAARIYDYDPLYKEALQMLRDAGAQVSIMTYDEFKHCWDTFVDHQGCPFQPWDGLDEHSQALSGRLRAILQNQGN
CCR6 antag: blocks CCL20-driven beta-arrestin recruitment at human CCR6 | 340,000 compounds, 0.49% hits | inhibition, % at 20 µM | P51684 | CHO-K1 CCR6 PathHunter beta-arrestin, luminescence, CCL20-stimulated;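 active = compounds whose inhibition of the agonist-driven luminescence signal at 20 µM reaches about 50%, limit read from the data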;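 also: cells stimulated with CCL20 at 14 nM final; plate controls were DMSO with CCL20 for no effect and DMSO without agonist for full effect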
Target sequence (P51684 whole entry, looked up): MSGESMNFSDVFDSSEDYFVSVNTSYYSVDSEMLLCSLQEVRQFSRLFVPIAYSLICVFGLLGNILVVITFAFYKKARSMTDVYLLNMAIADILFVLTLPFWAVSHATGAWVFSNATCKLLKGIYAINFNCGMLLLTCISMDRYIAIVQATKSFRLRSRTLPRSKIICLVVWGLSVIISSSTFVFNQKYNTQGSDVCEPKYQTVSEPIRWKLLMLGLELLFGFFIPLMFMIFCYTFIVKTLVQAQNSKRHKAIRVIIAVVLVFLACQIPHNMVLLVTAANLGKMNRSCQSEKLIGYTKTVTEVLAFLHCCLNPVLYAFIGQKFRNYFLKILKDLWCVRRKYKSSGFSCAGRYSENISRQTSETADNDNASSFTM
Gli-Sufu antag: antagonists of Gli-Sufu signaling. Sufu-KO-LIGHT fibroblasts, Gli luciferase reporter luminescence. inhibition, % at 5 µM. 340,000 compounds, 0.74% hits;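 active = inhibition above about 55%, limit read from the data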;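 also: 0% = DMSO-treated cells and 100% = wells with medium but no cells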
Numbers without * were called inactive; / = not tested or not shown.

1: O=C(CC1Oc2ccccc2NC1=O)NCCCN1CCN(C2CCCCC2)CC1 (stereo not given)
2: O=C(CCC(=O)N1CCN(S(=O)(=O)c2ccc([N+](=O)[O-])cc2)CC1)N1CCOCC1
3: Cc1nc(-c2ccc(NC(=O)c3cccs3)cc2)cs1
4: O=C(NCCCN1CCOCC1)C(=O)N/N=C/c1ccc(F)cc1
5: O=C(Nc1nonc1-c1ccc(Cl)cc1)c1ccco1
6: Cc1cccnc1NC(=O)c1nn(C)c2c1CS(=O)(=O)c1ccccc1-2
7: CCCN(CCC)CCCNS(=O)(=O)c1ccc2c(c1)oc(=O)n2C
8: FC(F)(F)c1nc(-c2ccncc2)ncc1-c1nnnn1-c1ccccc1

Assay by compound	1	2	3	4	5	6	7	8
APOBEC3G inh	-1	-9	0	-3	-6	-9	-9	-4
EBI2 antag	-20	-8	-9	1	3	5	13	5
CXCR6 inh	4	-12	-5	8	5	4	-7	4
GRIN3A LBD mod	-1	8	8	-1	1	5	-3	2
MPTP inh	-2.1	-1.7	-3.3	-1.6	-2.3	0.6	1.3	2.8
A3A deaminase	-1	-5	2	1	0	-6	3	6
CCR6 antag	-2	10	15	-3	12	-9	5	1
Gli-Sufu antag	3	24	/	4	-3	26	8	16

9: C=CCSc1nc2c(cnn2-c2ccccc2)c(=O)n1N
10: O=C(NC(Cc1ccccc1)c1nc2ccccc2[nH]1)c1ccc(Cl)c([N+](=O)[O-])c1 (stereo not given)
11: Cc1cc(SCC(=O)NC2(C#N)CCCCC2)nc2c(C)cccc12
12: Cc1cc(C)cc(NC(=O)C2CCN(C(=O)[C@@H]3Cc4ccccc4CN3)CC2)c1
13: CCC1CCCCN1C(=S)Nc1ccc(SC(F)F)cc1 (stereo not given)
14: C=CCSc1nc2sc3c(c2c(=O)[nH]1)CC(C)(C)OC3
15: COc1ccc(C(=O)Nc2ccc3nc(N4CCOCC4)sc3c2)cc1OC
16: CCN(CC)c1ccc(/C=C(/C#N)c2nc3ccccc3[nH]2)c(OC(C)C)c1

Assay by compound	9	10	11	12	13	14	15	16
APOBEC3G inh	-7	-2	-2	-7	-2	/	2	-34
EBI2 antag	2	-2	5	1	-6	-6	-2	34
CXCR6 inh	-12	-12	-2	14	0	21	-4	25
GRIN3A LBD mod	0	7	-7	-2	-7	-1	2	-3
MPTP inh	3.3	93*	-0.3	-1.5	34	0.4	-1.8	39
A3A deaminase	-4	-2	2	-7	0	/	-1	-14
CCR6 antag	3	19	10	11	11	0	7	37
Gli-Sufu antag	-72	7	-5	-15	-6	-23	1	38

17: CNc1c([N+](=O)[O-])cnn1-c1ccccn1
18: COc1cc2c(cc1OC)-c1cc3ccc4c(c3c[n+]1CC2)OCO4
19: CN1CCc2c(sc3c2C(=O)NC(c2cccc(OC(=O)c4cccs4)c2)N3)C1 (stereo not given)
20: COc1ccc(CN(C)C(=O)C2CSC3(C)CCC(=O)N23)cc1 (stereo not given)
21: COc1ccc(-c2cc(C(=O)NCCCn3ccnc3)c3ccccc3n2)c(OC)c1
22: CC(=O)N/C(=C/c1ccc2c(c1)OCO2)C(=O)O
23: COc1cc(CNCc2cccnc2)ccc1OCC(=O)NC1CCCCC1
24: CN(Cc1ccccc1)C(=O)COC(=O)C12CC3CC(CC(Br)(C3)C1)C2

Assay by compound	17	18	19	20	21	22	23	24
APOBEC3G inh	-8	6	2	-8	-3	-3	-11	-4
EBI2 antag	0	-13	5	-7	7	2	6	4
CXCR6 inh	-3	-11	1	12	8	-7	-10	-21
GRIN3A LBD mod	2	-1	-1	2	0	-2	1	-1
MPTP inh	0.7	-1.0	-1.7	-0.9	-0.7	-0.8	-0.4	-0.5
A3A deaminase	-5	7	0	-3	0	2	1	1
CCR6 antag	11	5	25	-4	2	1	1	11
Gli-Sufu antag	0	-1	-58	4	10	6	-9	-7

25: COc1ccc(CCNC(=O)C2CC3Cn4c(nc5ccccc54)C3N2c2ccccc2)cc1 (stereo not given)
26: CCCN1C2CCCC1CC(NC(=O)c1cc(OC)c(OC)c(OC)c1)C2 (stereo not given)
27: COc1cc(NS(=O)(=O)c2cc(C(=O)NCCc3ccccn3)ccc2OC)cc(OC)c1
28: CC(C)n1c(C(=O)OCC(=O)NCc2ccc3c(c2)OCO3)cc2sccc21
29: Cc1ccc(S(=O)(=O)N/N=C/c2ccc(OS(=O)(=O)c3ccc(C)c([N+](=O)[O-])c3)cc2)cc1
30: Cc1noc(C)c1C(=O)Nc1nc(-c2ccccc2Cl)cs1
31: NS(=O)(=O)c1cccc(NC(=S)NCc2ccc3c(c2)OCO3)c1
32: O=C(COC(=O)/C=C/c1ccco1)Nc1ccccc1

Assay by compound	25	26	27	28	29	30	31	32
APOBEC3G inh	3	5	-7	0	-3	4	1	4
EBI2 antag	3	1	1	-5	-1	-2	-5	5
CXCR6 inh	-8	-11	-3	-10	12	-6	1	-12
GRIN3A LBD mod	2	2	11*	4	6	-6	8	0
MPTP inh	0.5	-0.4	-0.7	1.2	2.5	-5.8	0.0	-2.1
A3A deaminase	-2	0	-2	-14	-3	1	-4	22
CCR6 antag	13	-12	5	4	28	4	-3	10
Gli-Sufu antag	4	7	-2	3	25	10	-11	10

Look-ups from above:
compound 27 | APOBEC3G inh: -7
compound 29 | APOBEC3G inh: -3

The list goes on:
33: COc1ccc(Cc2nc3ccccc3[nH]2)cc1OC
34: CC1Cc2ccccc2N1C(=O)c1cc2sccc2n1Cc1ccc(F)cc1 (stereo not given)
35: Cc1ccc(NS(=O)(=O)c2ccc(CCC(=O)NCCO)cc2)cc1
36: CS(=O)(=O)c1ccc(Cl)c(NC(=O)C2CC(=O)N(Cc3ccccc3)C2)c1 (stereo not given)
37: O=C(CSc1ccc2nnc(-c3ccncc3)n2n1)NCc1ccco1
38: O=C(c1cnc2sccn2c1=O)N1CCN(c2ccccc2Cl)CC1
39: CC(=O)NN1C(=O)c2ccccc2NC1c1ccccc1 (stereo not given)
40: Cc1cccc[n+]1CC(=O)c1ccc(NC(=O)c2ccccc2)cc1

Assay by compound	33	34	35	36	37	38	39	40
APOBEC3G inh	-4	2	-3	-2	-5	-7	-8	-1
EBI2 antag	-7	20	-10	-4	-4	-15	-7	-5
CXCR6 inh	7	9	4	2	5	2	-3	-7
GRIN3A LBD mod	0	3	-1	3	0	-1	5	0
MPTP inh	0.4	-0.6	-2.1	0.0	0.0	-0.4	1.1	-1.1
A3A deaminase	-1	1	1	2	0	-3	-1	-5
CCR6 antag	-9	11	11	8	12	9	6	7
Gli-Sufu antag	9	4	2	3	-2	-11	-4	1

41: Cc1nc2cc(-c3ccc(F)cc3)[nH]n2c(=O)c1C
42: CN(C)C(=O)COc1ccc2cc(-c3ccccc3)c(=O)oc2c1
43: Oc1ccc(N2CCN(c3ncnc4sc5c(c34)CCC5)CC2)cc1
44: C=C(C)C(O)COc1c2occc2c(OC)c2ccc(=O)oc12 (stereo not given)
45: N#CC1=C(N)Oc2cc3c(cc2C1c1ccc(Cl)cc1)OCO3 (stereo not given)
46: CC(C)Nc1nc2ccccc2c(=O)[nH]1
47: CS(=O)(=O)N(CC(=O)NCCSCc1c(F)cccc1Cl)c1ccc2c(c1)OCO2
48: CCN(CC)c1ccc(/C=N/N2CCN(c3ccccc3OC)CC2)cc1

Assay by compound	41	42	43	44	45	46	47	48
APOBEC3G inh	-6	-7	15	-5	2	-1	3	-6
EBI2 antag	-9	2	12	-10	8	-20	-6	10
CXCR6 inh	3	6	3	-1	6	1	6	4
GRIN3A LBD mod	2	3	2	0	-13	-2	0	-1
MPTP inh	0.4	2.0	-1.6	0.9	1.4	0.1	-7.4	0.6
A3A deaminase	-8	-3	-3	-1	3	-3	0	-3
CCR6 antag	11	6	19	5	5	4	3	8
Gli-Sufu antag	-81	-61	0	6	-11	5	-5	1

49: Cc1cc(=O)oc2cc3c(cc12)OCCN3
50: O=C(Nc1c(C(=O)O)[nH]c2ccccc12)c1cccc(C(F)(F)F)c1
51: O=C(NCc1ccccn1)C1COc2ccccc2O1 (stereo not given)
52: O=C(c1ccc(COc2ccccc2Cl)o1)N1CCN(c2ccccc2)CC1
53: Cc1ccc(-c2nnn(CC(=O)N3CCC(C)CC3)n2)o1
54: O=S(=O)(NN=C1CCCCCC1)c1ccc(Cl)cc1
55: COc1ccc(C(=O)OCCN2CCCCC2)cc1
56: CC(C(=O)N1CCOCC1)n1cc([N+](=O)[O-])cn1 (stereo not given)

Assay by compound	49	50	51	52	53	54	55	56
APOBEC3G inh	-6	-1	-5	6	-2	-9	-1	-2
EBI2 antag	-6	0	0	7	1	-12	2	6
CXCR6 inh	-5	2	-3	-4	8	-3	-1	3
GRIN3A LBD mod	0	3	2	-31	0	-2	-1	-1
MPTP inh	3.7	2.4	0.4	0.2	-1.7	-0.6	0.7	0.1
A3A deaminase	-7	0	-2	8	2	-5	2	6
CCR6 antag	3	-4	4	12	14	-4	7	-14
Gli-Sufu antag	-6	0	6	17	-5	-5	-10	4

2 compounds from above with just MPTP inh, A3A deaminase and EBI2 antag:
| nr | compound | MPTP inh | A3A deaminase | EBI2 antag |
| --- | --- | --- | --- | --- |
| 53 | Cc1ccc(-c2nnn(CC(=O)N3CCC(C)CC3)n2)o1 | -1.7 | 2 | 1 |
| 54 | O=S(=O)(NN=C1CCCCCC1)c1ccc(Cl)cc1 | -0.6 | -5 | -12 |

(next part)
57: COc1cccc(CNS(=O)(=O)c2ccc3c(c2)NC(=O)CS3)c1
58: CCOC(=O)C1(C)C=C(Nc2ccc(O)cc2)C(=O)N1c1ccc(O)cc1 (stereo not given)
59: COc1ccccc1OCc1n[nH]c(=S)n1Cc1ccccc1
60: Cc1nc(N2CCN(c3ccc(Cl)cc3)CC2)[nH]c(=O)c1C

Assay by compound	57	58	59	60
APOBEC3G inh	-8	-1	13	2
EBI2 antag	-11	-10	4	12
CXCR6 inh	-5	-6	-7	-10
GRIN3A LBD mod	-2	-1	0	-3
MPTP inh	-1.9	1.7	-1.6	-0.5
A3A deaminase	-6	-2	-7	-7
CCR6 antag	-5	9	12	-3
Gli-Sufu antag	9	6	3	6

From entry 57 up to 60, as listed above:
57: COc1cccc(CNS(=O)(=O)c2ccc3c(c2)NC(=O)CS3)c1
58: CCOC(=O)C1(C)C=C(Nc2ccc(O)cc2)C(=O)N1c1ccc(O)cc1 (stereo not given)
59: COc1ccccc1OCc1n[nH]c(=S)n1Cc1ccccc1
60: Cc1nc(N2CCN(c3ccc(Cl)cc3)CC2)[nH]c(=O)c1C

Assay by compound	57	58	59	60
APOBEC3G inh	-8	-1	13	2
EBI2 antag	-11	-10	4	12
CXCR6 inh	-5	-6	-7	-10
GRIN3A LBD mod	-2	-1	0	-3
MPTP inh	-1.9	1.7	-1.6	-0.5
A3A deaminase	-6	-2	-7	-7
CCR6 antag	-5	9	12	-3
Gli-Sufu antag	9	6	3	6
